From PubChem
DAGLB inhibitor – blocks human DAGLB lipase activity | Q8NCG7 | HEK293T DAGLB membrane lysate, EnzChek fluorogenic substrate | inhibition, % at 5.17 µM | 340,000 tested, 0.059% active; in the data active = inhibition above about 34%;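 also: 0% = enzyme with vehicle and 100% = wells lacking enzyme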
Target sequence (Q8NCG7 whole entry, looked up): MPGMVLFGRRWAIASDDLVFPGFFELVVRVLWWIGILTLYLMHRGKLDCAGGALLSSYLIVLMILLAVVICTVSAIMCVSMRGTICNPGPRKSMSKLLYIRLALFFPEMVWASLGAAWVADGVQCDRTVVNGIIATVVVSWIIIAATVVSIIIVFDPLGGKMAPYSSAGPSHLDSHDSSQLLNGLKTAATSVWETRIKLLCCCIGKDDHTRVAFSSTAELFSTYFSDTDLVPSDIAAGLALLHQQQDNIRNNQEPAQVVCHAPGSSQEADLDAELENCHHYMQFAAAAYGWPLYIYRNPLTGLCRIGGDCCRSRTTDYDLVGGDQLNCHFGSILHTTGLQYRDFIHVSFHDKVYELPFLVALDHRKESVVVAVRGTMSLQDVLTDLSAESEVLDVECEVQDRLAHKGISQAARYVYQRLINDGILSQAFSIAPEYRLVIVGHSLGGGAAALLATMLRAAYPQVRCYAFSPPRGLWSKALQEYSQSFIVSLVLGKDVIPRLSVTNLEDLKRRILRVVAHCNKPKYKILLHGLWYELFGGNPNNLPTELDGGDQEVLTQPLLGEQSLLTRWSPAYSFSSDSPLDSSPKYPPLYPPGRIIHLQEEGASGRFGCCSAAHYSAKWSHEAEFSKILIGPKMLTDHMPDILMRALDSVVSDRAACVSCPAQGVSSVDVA
phage Ecoli inh – E. coli growth loss with phage present; growth absorbance; inhibition, % at 11.9 µM; 360,000 tested, 0.26% active; in the data active = inhibition above about 11%
PKA-R1A activ – activates the PKA-R1A holoenzyme complex; P00514+P68181; PKA-R1A dissociation, Cy5-IP20 fluorescence polarization; scaled: DMSO 0%, 113 µM cGMP 100%; activation, % at 11.4 µM; 340,000 tested, 0.083% active;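 active = percent activation above the mean of all tested compounds plus 3 SD, cut at about 19% in these data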;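 also: higher means more PKAc released from R1A so a rise in polarization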
PKA-R2B act – activates the human PKA-R2B holoenzyme complex; AID 504700; 340,000 tested, 0.079% active; PKA-R2B holoenzyme dissociation, Cy5-IP20 fluorescence polarization; R2B truncated from residue 108, S112A mutant; 0% DMSO only, 100% 113 µM cGMP; P22694+P31323; activation, % at 11.4 µM;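 active = activation above a cutoff set at the mean over all compounds plus 3 SD, cut at about 18% in these data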;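 also: higher means more holoenzyme dissociation and a rise in polarization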
Target sequence (P31323 whole entry, looked up, other chains not shown, the tested form may be a part): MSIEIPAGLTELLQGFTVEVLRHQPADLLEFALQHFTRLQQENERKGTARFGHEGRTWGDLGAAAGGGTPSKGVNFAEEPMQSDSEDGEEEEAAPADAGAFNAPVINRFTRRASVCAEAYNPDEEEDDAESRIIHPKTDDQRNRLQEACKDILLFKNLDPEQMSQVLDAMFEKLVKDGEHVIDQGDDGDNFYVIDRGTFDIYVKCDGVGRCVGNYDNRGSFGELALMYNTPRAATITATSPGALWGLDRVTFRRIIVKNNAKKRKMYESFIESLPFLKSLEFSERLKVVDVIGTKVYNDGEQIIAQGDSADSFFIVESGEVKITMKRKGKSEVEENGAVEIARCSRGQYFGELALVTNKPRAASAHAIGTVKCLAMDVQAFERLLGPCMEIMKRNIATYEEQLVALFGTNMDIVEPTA
* = called active by the depositor. Only part of the results is shown (hit frequency here may not be typical).

#	structure	PKA-R2B act	phage Ecoli inh
1	C[C@H](CO)N1C[C@H](C)[C@H](CN(C)C(=O)c2ccncc2)OCc2ccccc2-c2c(n(C)c3ccccc23)C1=O	-5	-0.2
2	C[C@H](O)[C@@H]1CN2CCc3c([nH]c4ccccc34)[C@@H]2C[C@@H]1N(C)Cc1cc(Cl)cc(Cl)c1	0	4.4
3	Cc1c(C(=O)NNC(=O)c2csc(N3CCOCC3)n2)oc2ccc(Br)cc12	-8	-1.6
4	Cc1ccc2nc(-c3ccc(Br)cc3)cc(C(=O)NCC3CCCO3)c2c1 (centres undefined)	2	-1.3
5	O=C1C(=C(c2ccccc2)N2CCOCC2)Cc2ccccc21	2	-0.8
6	CN(C(=O)CSc1nc(N)cc(=O)[nH]1)C1CCCCC1	5	3.8
7	O=C(NCc1ccc(F)cc1)N1[C@H]2CC[C@@H]1C=C(c1ccc(F)cc1OCc1ccccc1)C2	-6	2.3
8	COc1ccc(C=C2OC(=O)C(C(C)=O)=C2O)cc1	-5	1.8

#	PKA-R1A activ	DAGLB inhibitor
1	-13	1
2	-5	-7
3	-12	6
4	4	-9
5	1	-6
6	18	-1
7	1	-11
8	-4	1

Continued.
#	structure	PKA-R2B act	phage Ecoli inh
9	Cc1ccc(C=O)c([B-](F)(F)F)c1	-9	1.7
10	COc1cc(/C=C/C(=O)OCC(=O)N2CC(C)OC(C)C2)ccc1OCC#N (centres undefined)	3	2.5
11	c1cc2c(c(CC3CO3)c1CC1CO1)OCCOCCOCCOCCO2 (centres undefined)	0	1.1
12	N#CCCN(CCCN1CCOCC1)CN1C(=O)c2ccccc2C1=O	4	1.4
13	CCc1cc(C(=O)NC2CCCc3c2cnn3-c2ccc(F)cc2F)no1 (centres undefined)	5	2.9
14	C[C@H](O)C#Cc1cnc2c(c1)C(=O)N([C@H](C)CO)C[C@@H](C)[C@@H](CN(C)Cc1ccc(-c3ccccc3)cc1)O2	-10	2.6
15	CC(=O)Nc1cccc(NC(=O)NC2CC(=O)N(c3ccc4c(c3)OCCO4)C2)c1 (centres undefined)	-7	2.6
16	CCCCCCc1nc2nc(Cl)c(Cl)nc2[nH]1	-5	3.7

#	PKA-R1A activ	DAGLB inhibitor
9	-6	-1
10	-11	1
11	-7	-1
12	0	0
13	1	-1
14	0	-3
15	-6	2
16	-6	-3

Later entries.
#	structure	PKA-R2B act	phage Ecoli inh
17	CCc1ccc(-c2n[nH]nc2C2=CC(=O)C[C@H](c3ccc(F)cc3)C2)cc1	-6	-0.5
18	CSc1ncnc2c1ncn2CCCN1CCN(Cc2cccc3ccccc23)CC1	-4	2.8
19	COc1ccc(S(=O)(=O)N2CCCCCC2)cc1C(=O)N1CCN(C(C)=O)CC1	-3	0.3
20	CCCC#Cc1cnc2c(c1)C(=O)N([C@H](C)CO)C[C@H](C)[C@@H](CN(C)C(=O)CCN1CCCCC1)O2	-1	0.9
21	c1ccc(CN2CCC3CC2c2cc(N4CCCCC4)ccc23)cc1 (centres undefined)	-9	-1.8
22	C[C@@H]1CN([C@H](C)CO)C(=O)CCCn2nncc2CO[C@H]1CN(C)Cc1ccc(Oc2ccccc2)cc1	8	3.4
23	C[C@H](CO)N1C[C@H](C)[C@@H](CN(C)C(=O)Nc2ccc(N3CCN(C)CC3)cc2)OCc2cnnn2CCCC1=O	-2	0.9
24	FC(F)(F)c1nc2nc(Cl)c(Cl)nc2n1CCCN1CCOCC1	-4	4.1

#	PKA-R1A activ	DAGLB inhibitor
17	-13	0
18	3	0
19	-4	-4
20	-10	0
21	-4	-3
22	6	-2
23	-6	-2
24	-6	0

New compounds follow:
#	structure	PKA-R2B act	phage Ecoli inh
25	COc1ccc(CN(C)[C@H]2C[C@H]3c4[nH]c5ccccc5c4CCN3C[C@H]2[C@H](C)O)cc1	-4	4.6
26	COc1ccc(C(=O)OCC(=O)N(Cc2ccccc2)Cc2ccccc2)c(O)c1	-11	3.0
27	O=C(COC(=O)c1ccc(Cl)c(S(=O)(=O)N2CCCCCC2)c1)NCc1ccccc1	0	4.7
28	CSc1ncnc2c1ncn2CCCN1CCN(c2ncccn2)CC1	-1	3.4
29	CCCCC1CCC(C(=O)N(CCC(C)C)c2c(N)n(CCCC)c(=O)[nH]c2=O)CC1 (centres undefined)	1	2.7
30	O=C(Cc1c(Cl)cccc1Cl)OCC(=O)c1ccc[nH]1	0	3.1
31	Cc1ccccc1NC(=O)Cc1nc(COC(=O)CSc2ccc(F)cc2)cs1	-2	1.6
32	CC(C)c1csc(CN2CCC(C(=O)Nc3cccc(-c4ccco4)c3)CC2)n1	3	1.5

#	PKA-R1A activ	DAGLB inhibitor
25	-4	0
26	5	-10
27	0	-12
28	3	1
29	5	-3
30	-2	-4
31	3	-2
32	-7	-5

(listing goes on)
#	structure	PKA-R2B act	phage Ecoli inh
33	CCOc1ccc(OCC(=O)NCCS(=O)(=O)N2CCN(c3ccccc3)CC2)cc1	-2	-0.3
34	Cc1ccccc1-c1nc2ccccc2c(=O)o1	-8	1.9
35	COc1c(F)cccc1C1=CC(=O)C[C@H](c2ccc(F)cc2)C1	0	-0.9
36	Cc1ccc(-c2nc3c(c(SCC(=O)N4CCCC4)n2)COC(C)(C)C3)cc1	0	0.5
37	COCCCN1C(=O)C(CC(=O)NC2CCCCC2)CC(C(=O)N(C)C)=C1C (centres undefined)	4	0.4
38	COCCn1c(SCC(=O)Nc2ccc3c(c2)OCCO3)nc2ccccc2c1=O	-16	-0.3
39	COc1ccc([C@H]2C[C@H](O)[C@@H](n3cc(COC(=O)c4ccccc4)nn3)CN2C(=O)C2CCCCC2)cc1	6	2.8
40	COc1ccc(S(=O)(=O)N2CCOC2CNC(=O)C(=O)NCc2ccc3c(c2)OCO3)cc1C (centres undefined)	-9	1.4

#	PKA-R1A activ	DAGLB inhibitor
33	-8	1
34	-14	-9
35	-6	-3
36	-2	0
37	-11	2
38	-3	-1
39	-15	-2
40	0	-4

From entry 1 to 14, copied from above:
#	structure	PKA-R2B act	phage Ecoli inh
1	C[C@H](CO)N1C[C@H](C)[C@H](CN(C)C(=O)c2ccncc2)OCc2ccccc2-c2c(n(C)c3ccccc23)C1=O	-5	-0.2
2	C[C@H](O)[C@@H]1CN2CCc3c([nH]c4ccccc34)[C@@H]2C[C@@H]1N(C)Cc1cc(Cl)cc(Cl)c1	0	4.4
3	Cc1c(C(=O)NNC(=O)c2csc(N3CCOCC3)n2)oc2ccc(Br)cc12	-8	-1.6
4	Cc1ccc2nc(-c3ccc(Br)cc3)cc(C(=O)NCC3CCCO3)c2c1 (centres undefined)	2	-1.3
5	O=C1C(=C(c2ccccc2)N2CCOCC2)Cc2ccccc21	2	-0.8
6	CN(C(=O)CSc1nc(N)cc(=O)[nH]1)C1CCCCC1	5	3.8
7	O=C(NCc1ccc(F)cc1)N1[C@H]2CC[C@@H]1C=C(c1ccc(F)cc1OCc1ccccc1)C2	-6	2.3
8	COc1ccc(C=C2OC(=O)C(C(C)=O)=C2O)cc1	-5	1.8
9	Cc1ccc(C=O)c([B-](F)(F)F)c1	-9	1.7
10	COc1cc(/C=C/C(=O)OCC(=O)N2CC(C)OC(C)C2)ccc1OCC#N (centres undefined)	3	2.5

#	PKA-R1A activ	DAGLB inhibitor
1	-13	1
2	-5	-7
3	-12	6
4	4	-9
5	1	-6
6	18	-1
7	1	-11
8	-4	1
9	-6	-1
10	-11	1

#	structure	PKA-R2B act	phage Ecoli inh
11	c1cc2c(c(CC3CO3)c1CC1CO1)OCCOCCOCCOCCO2 (centres undefined)	0	1.1
12	N#CCCN(CCCN1CCOCC1)CN1C(=O)c2ccccc2C1=O	4	1.4
13	CCc1cc(C(=O)NC2CCCc3c2cnn3-c2ccc(F)cc2F)no1 (centres undefined)	5	2.9
14	C[C@H](O)C#Cc1cnc2c(c1)C(=O)N([C@H](C)CO)C[C@@H](C)[C@@H](CN(C)Cc1ccc(-c3ccccc3)cc1)O2	-10	2.6

#	PKA-R1A activ	DAGLB inhibitor
11	-7	-1
12	0	0
13	1	-1
14	0	-3

(continued)
#	structure	PKA-R2B act	phage Ecoli inh
41	COc1ccccc1OCc1cc(C(=O)N(C)CCC2CCOCC2)no1	-3	4.0
42	O=C(CSc1ccc2c(c1)OCCO2)Nc1ccccc1	-16	0.7
43	COc1ccc(-c2ccc3[nH]c4c(c3c2)CCN2C[C@@H]([C@H](C)O)[C@@H](N(C)C(=O)Nc3cc(Cl)cc(Cl)c3)C[C@@H]42)cc1	1	3.8
44	CCCN(C(=O)CSc1nnc(-c2ccncc2)n1CCC)c1c(N)n(Cc2ccccc2)c(=O)[nH]c1=O	-12	1.9
45	COCOCCn1cc(CN2CCS(=O)(=O)N(Cc3ccc(-c4ccc(Cl)nc4)cc3)C(C(C)C)C2=O)nn1 (centres undefined)	-4	2.1
46	CCc1ccc(N2CC(C(=O)N3CCN(c4ccc([N+](=O)[O-])cc4)CC3)CC2=O)cc1 (centres undefined)	-4	1.7
47	COc1cc2nc3n(c(=O)c2cc1OC)-c1cc2ccccc2cc1C(=O)NC3CC(C)C (centres undefined)	-6	0.9
48	C[C@H]1CN([C@@H](C)CO)C(=O)CCCn2cc(nn2)CO[C@@H]1CN(C)C(=O)Nc1cccc(Oc2ccccn2)c1	-1	2.7

#	PKA-R1A activ	DAGLB inhibitor
41	-13	-2
42	9	-4
43	-9	-5
44	9	2
45	-6	-3
46	10	-2
47	-14	8
48	-2	1

Continuation.
#	structure	PKA-R2B act	phage Ecoli inh
49	Cc1ccc(S(=O)(=O)N2Cc3ccccc3CC2C(N)=O)cc1 (centres undefined)	-13	1.2
50	O=C(NCCCN1CCOCC1)C(=O)NCC1OCCN1S(=O)(=O)c1ccc(Cl)cc1 (centres undefined)	-8	0.5
51	Cc1ccc([C@H]2N[C@]3(CCCN(Cc4ccc(Br)cc4)C3=O)[C@H]3C(=O)N(Cc4ccccc4)C(=O)[C@@H]23)cc1	-5	3.4
52	COc1ccc(-c2ccc(CN3C(C(C)C)C(=O)N(Cc4cn(CC5CCCCC5)nn4)CCS3(=O)=O)cc2)cc1OC (centres undefined)	-10	2.2
53	Cc1ccc(CN(C)C[C@@H]2OCc3cnnn3CCCC(=O)N([C@@H](C)CO)C[C@H]2C)cc1	-6	4.2
54	CCCCn1nc(C(=O)NC2CCCCC2)c2ccccc2c1=O	3	2.6
55	CC1(C)CC(=O)C=C(c2n[nH]nc2C2=CCCCC2)C1	-9	1.2
56	O=C(O)Cn1ccc2cc(S(=O)(=O)N3CCCCC3)ccc21	-4	3.1

#	PKA-R1A activ	DAGLB inhibitor
49	-4	1
50	-9	-4
51	-7	-6
52	-4	-3
53	4	4
54	-3	-4
55	-7	5
56	-8	2

Later entries.
#	structure	PKA-R2B act	phage Ecoli inh
57	C[C@@H]1CN([C@H](C)CO)C(=O)CCCn2nncc2CO[C@@H]1CN(C)C(=O)OCc1ccccc1	-4	-0.9
58	COc1ccc(NC(=O)N(C)C[C@H]2OCc3cnnn3CCCC(=O)N([C@@H](C)CO)C[C@H]2C)cc1	-9	1.7
59	COc1cccc(NC(=O)N(C)C[C@H]2Oc3ncc(Br)cc3C(=O)N([C@H](C)CO)C[C@H]2C)c1	7	3.2
60	CCc1ncc(CO)n1Cc1cccc2ccccc12	-7	2.4
61	COCC(C)n1c(SCC(=O)Nc2cccnc2Cl)nc2ccccc2c1=O (centres undefined)	11	1.2
62	Cc1ccc(OCC(=O)Nc2cccc(S(=O)(=O)N3CCCC3)c2)cc1C	9	2.2
63	CC(C)C(C(=O)O)N1C(=O)C2C3CCC(C3)C2C1=O (centres undefined)	-8	3.5
64	Nc1nc(N)c2cc(Sc3ccc(Cl)cc3)ccc2n1	4	101*

#	PKA-R1A activ	DAGLB inhibitor
57	-15	1
58	-8	-3
59	7	2
60	-6	1
61	-2	0
62	3	-7
63	2	-1
64	4	0

(continued)
#	structure	PKA-R2B act	phage Ecoli inh
65	COc1ccc([C@H]2CN(Cc3ccccc3)C(=O)[C@@H]2CC(=O)Nc2ccccc2)cc1	0	1.3
66	Cc1ccc(NS(=O)(=O)c2ccc(-n3cccn3)cc2)c(Cl)c1	9	0.3
67	CCc1ccccc1NC(=O)C1CCN(S(=O)(=O)c2ccc(N3CCCC3=O)cc2)CC1	0	5.7
68	COc1ccc(CC(=O)N2CCN(C(=O)Cc3ccc(OC)c(OC)c3)CC2)cc1OC	5	2.6
69	FC(F)c1nc2nc(Cl)c(Cl)nc2[nH]1	-1	4.0
70	C[C@@H]1CN([C@@H](C)CO)C(=O)CCCn2nncc2CO[C@H]1CN(C)S(=O)(=O)c1ccccc1F	-4	1.7
71	COC(=O)c1cccc(NC(=O)/C(=C\c2ccco2)NC(=O)c2ccco2)c1	0	5.7

#	PKA-R1A activ	DAGLB inhibitor
65	-6	-2
66	14	0
67	-10	-2
68	0	-2
69	3	2
70	-7	1
71	3	2

Values by screen from the entries so far.
Nos. 65 to 71 in phage Ecoli inh, in turn: 1.3, 0.3, 5.7, 2.6, 4.0, 1.7, 5.7
Nos. 65 to 71 in PKA-R1A activ, in turn: -6, 14, -10, 0, 3, -7, 3

Complete entries, quoted from the list:
CCc1ccccc1NC(=O)C1CCN(S(=O)(=O)c2ccc(N3CCCC3=O)cc2)CC1 reads PKA-R2B act: 0; phage Ecoli inh: 5.7; PKA-R1A activ: -10; DAGLB inhibitor: -2
COc1ccc(CC(=O)N2CCN(C(=O)Cc3ccc(OC)c(OC)c3)CC2)cc1OC reads PKA-R2B act: 5; phage Ecoli inh: 2.6; PKA-R1A activ: 0; DAGLB inhibitor: -2
